UBC9 SUMO inh – SUMOylation inhibition; P63279; HTRF SUMOylation assay, SAE1/SAE2 + UBC9, in vitro; inhibition, % at 35 µM; 290,000 tested, 0.36% active; AID 2006; in the data active = inhibition above about 50%, passing the limit was not always enough; note: strong numbers were not always called active
Target sequence (P63279 whole entry, looked up): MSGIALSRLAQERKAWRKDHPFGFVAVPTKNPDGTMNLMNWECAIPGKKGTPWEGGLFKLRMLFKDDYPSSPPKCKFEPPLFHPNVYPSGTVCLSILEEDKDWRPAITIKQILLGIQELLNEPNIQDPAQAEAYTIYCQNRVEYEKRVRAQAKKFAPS
FID counter – counter-screen for HCV NS3 helicase inhibitors: DNA intercalator displacement | DNA fluorescent intercalator displacement, fluorescence | inhibition, % at 7.9 µM | 290,000 tested, 0.17% active | AID 1845; in the data active = inhibition above about 37%;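 note: 0% = vehicle and 100% = reference compound; higher means more ethidium bromide displaced from hairpin DNA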
PHOSPHO1 block – PHOSPHO1 (human) inhibition | recombinant PHOSPHO1, absorbance phosphatase assay | inhibition, % at 13.3 µM | 290,000 tested, 1.1% active; in the data active = inhibition above about 60%
Target sequence (Q8TCT1 whole entry, looked up): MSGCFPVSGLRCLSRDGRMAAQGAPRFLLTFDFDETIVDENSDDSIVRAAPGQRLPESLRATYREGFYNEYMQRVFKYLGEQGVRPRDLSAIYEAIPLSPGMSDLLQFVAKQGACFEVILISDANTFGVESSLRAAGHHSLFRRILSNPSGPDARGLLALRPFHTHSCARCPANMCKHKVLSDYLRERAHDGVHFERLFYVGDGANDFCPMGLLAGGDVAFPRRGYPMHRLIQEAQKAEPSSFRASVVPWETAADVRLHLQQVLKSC
p-CIP stab down – lowers stability of the mouse p/CIP coactivator protein | Q05BA5 | F442A p/CIP-EGFP cells, EGFP fluorescence, 16 h | decrease of EGFP signal, % at 10 µM | 290,000 tested, 0.01% active | AID 1984;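 active = EGFP signal decrease of at least 30% at 10 µM or well 3 SD below plate mean, unless failing retest; inactive = the rest, including hits failing retest or dose response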; note: some compounds called inactive have numbers as strong as hits; many of its hits are not listed in these tables
IMP-1 inh – inhibitors of Pseudomonas aeruginosa IMP-1 metallo-beta-lactamase. purified IMP-1, nitrocefin hydrolysis, epi-absorbance fluorescence. inhibition, % at 5.6 µM. 290,000 tested, 0.45% active;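 active = inhibition above the mean plus 3 SD of all compounds in the same screening run, cut at about 4.5% in these data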;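 note: 0% = IMP-1 with DMSO and 100% = DMSO wells lacking enzyme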
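system = purified recombinant IMP-1 beta-lactamase | amount = 0.2 nM IMP-1, as dispensed | medium = HEPES buffer pH 7.1 with ZnSO4 and Brij 35 | times = 25 °C, 15 min preincubation, 25 min reaction | detection = plate fluorescence quenching by hydrolysis product, ex 480/em 530 nm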
MEKK3 PB1 HTS – MEKK3-MEK5 PB1 interaction, increase or decrease; bead-based flow cytometry, Alexa488-MEK5 binding to MEKK3; actives lie on both sides; 0 = blocked by unlabeled MEK5, 100 = vehicle; 290,000 tested, 1.4% active; binding response (% of control), % at 10 µM;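 active = binding response more than 3 SD above or below the average of its plate-row segment, actives on both sides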;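 note: Alexa488 bead fluorescence after subtracting the streptavidin-only scavenger bead signal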
Target sequence (Q99759 whole entry, looked up): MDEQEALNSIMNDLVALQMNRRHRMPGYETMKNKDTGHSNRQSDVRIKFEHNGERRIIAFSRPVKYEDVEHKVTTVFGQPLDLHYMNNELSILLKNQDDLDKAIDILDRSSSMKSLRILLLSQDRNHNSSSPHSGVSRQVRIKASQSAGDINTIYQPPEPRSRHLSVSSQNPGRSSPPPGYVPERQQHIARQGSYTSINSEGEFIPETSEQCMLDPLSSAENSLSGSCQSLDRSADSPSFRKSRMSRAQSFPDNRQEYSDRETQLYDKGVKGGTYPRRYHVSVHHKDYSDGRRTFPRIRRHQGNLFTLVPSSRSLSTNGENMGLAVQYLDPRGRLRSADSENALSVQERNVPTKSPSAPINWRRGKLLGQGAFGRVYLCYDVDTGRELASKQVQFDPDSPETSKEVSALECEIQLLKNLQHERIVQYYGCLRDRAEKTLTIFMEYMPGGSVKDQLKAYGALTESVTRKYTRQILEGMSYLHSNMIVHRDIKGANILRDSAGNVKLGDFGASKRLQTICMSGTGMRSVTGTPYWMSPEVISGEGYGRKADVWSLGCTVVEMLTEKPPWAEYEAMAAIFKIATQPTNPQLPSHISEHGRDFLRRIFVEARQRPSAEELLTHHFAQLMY
IDE act – activators of human insulin-degrading enzyme in cells; HEK cells, FAbeta-B cleavage, fluorescence polarization; 0% vehicle, 100% cell-free pure enzyme wells; activation, % at 5.96 µM; 340,000 tested, 0.073% active; P14735; AID 493087;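 active = activation above the mean of all tested compounds plus 3 SD, set per screening campaign, cut at about 17% in these data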
HCV NS3 hel inh – inhibitors of Hepatitis C virus NS3 helicase | inhibition, % at 10.9 µM | NS3 helicase DNA unwinding, Cy5 molecular beacon fluorescence | 290,000 tested, 0.56% active | AID 1800;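 active = inhibition above the mean of all tested compounds plus 3 SD, set per campaign, cut at about 35% in these data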;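 note: 0% = DMSO wells and 100% = thioflavine S control wells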
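assay system = NS3 helicase fragment of HCV | buffer or medium = MOPS pH 6.5, MgCl2, DTT, Tween20, BSA | timing = 60 min unwinding reaction at 25 °C after ATP addition | signal = Cy5 beacon fluorescence read at start and 1 h | read-out basis = % inhibition of unwinding | control set = low DMSO, high thioflavine S at 110 µM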
VIM-2 inh – inhibitors of Pseudomonas aeruginosa VIM-2 metallo-beta-lactamase. purified VIM-2, nitrocefin hydrolysis, epi-absorbance fluorescence. inhibition, % at 5.6 µM. 290,000 tested, 0.89% active;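 active = inhibition above the mean of all tested compounds plus 3 SD, cutoff set per screening run, cut at about 7.5% in these data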;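 note: red hydrolysis product quenches plate fluorescence so inhibitors raise well fluorescence; 0% = enzyme with DMSO and 100% = DMSO without enzyme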
Active calls of the source: *; nt = no result given; & = joins results of further samples.

SMILES | UBC9 SUMO inh | FID counter | PHOSPHO1 block | p-CIP stab down | IMP-1 inh | MEKK3 PB1 HTS | IDE act | HCV NS3 hel inh | VIM-2 inh
Cc1cc(Cl)c(S(=O)(=O)Nc2ccc3c(c2)OCCO3)cc1OCC(=O)NC1CCCCC1 | 2 | -28 | 6 | -1 | -1.0 | 104 | 3 | 1 | -2.8
O=C(CCN1C(=O)c2ccccc2S1(=O)=O)Nc1ccccc1O | -1 | -5 | -6 | -1 | -1.4 | 109 | 4 | -1 | -4.4
COc1ccc(C(=O)Nc2ccc(C3(C#N)CCCC3)cc2)cc1 | 35 | 9 | 37 | -1 | -2.4 | 98 | -3 | -1 | -5.2
CC1(C)CC(=O)c2c(Cc3ccccc3)n[nH]c2C1 | -14 | 1 | 1 | -12 | -1.0 | 94 | 0 | -1 | 0.9
C/C=C(/C)C(=O)O[C@H]1[C@@H](O)c2c(ccc3ccc(=O)oc23)OC1(C)C | -5 | -26 | 8 | 0 | -3.4 | 123* | 1 | 5 | -2.9
C[C@H]1C(=O)N(C)CCN1C(=O)c1cccc(OC2CCN(CC(C)(C)C)CC2)c1 | nt | 3 | 30 | -6 | 1.5 | 101 | 5 | 1 | -0.3
CN(C)CCNC(=S)Nc1ccc(Cl)cc1Cl | 11 | 10 | -7 | 0 | 1.1 | 99 | 5 | 8 | 0.7
O=C(c1cc2ccccc2s1)N1CCN(c2ccccn2)CC1 | 21 | -40 | 43 | -3 | -1.6 | 99 | -2 | 10 | -1.0
COc1ccccc1C1NC=C([N+](=O)[O-])C=C1[N+](=O)[O-] (stereo not given) | -11 | -2 | 0 | 5 | -3.3 | 100 | 0 | 20 | -0.6
Cc1cc(NC(=O)c2cccc(F)c2)no1 | 9 | -1 | -9 | -6 | -3.8 | nt | -3 | 0 | -1.0
COc1ccc(/C(O)=C2/C(=O)C(=O)N(CCN3CCOCC3)C2c2ccccn2)cc1 (stereo not given) | 29 | -16 | 47 | -9 | -4.4 | 113 | 5 | 1 | -0.2
COc1ccc2nc(NC(=O)CN3CCOCC3)sc2c1 | 2 | -8 | 14 | 0 | -4.0 | 107 | -1 | 8 | -6.4
Cc1nc(C(C)NC(=O)CCc2nnc(-c3ccsc3)o2)cs1 (stereo not given) | 0 | -6 | 6 | 8 | -2.8 | 103 | 8 | 2 | -1.9
O=C(NC1CCCC1)c1cccc(Cn2cc([N+](=O)[O-])cn2)c1 | 20 | -1 | -26 | -10 | -1.9 | 101 | -1 | -4 | -3.7
CC1CCN(c2ncnc3nc[nH]c23)CC1 | -2 | -6 | 50 | -7 | -3.5 | 106 | 8 | 4 | -3.5
Oc1ccccc1-c1nc(NC2CCCC2)c2ccccc2n1 | 16 | 2 | 28 | -6 | -2.3 | 103 | 0 | -11 | 0.4
CCn1cc(C(=O)N[C@@H](CCSC)C(=O)NCCCN2CCOCC2)c(=O)c2cc3c(cc21)OCO3 | 9 | 16 | 11 | -6 | -2.8 | 100 | -2 | -2 | 2.9
COC(=O)c1sc2ccccc2c1NC(=O)c1ccc(S(=O)(=O)N2CCC(C)CC2)cc1 | 2 | -1 | -2 | 0 | 0.7 | 99 | 7 | 3 | -0.6
CCOC(=O)N1CCC(Nc2nc3ccccc3n3nnnc23)CC1 | 5 | -21 | -7 | 0 | -2.4 | nt | 1 | -1 | -3.6
CCCCCCN(C(=O)CCCCCN1C(=O)NC(c2ccccc2)C(C(=O)OCc2ccccc2)=C1C)C(C(=O)NCCCC)c1ccc(OCC(=O)OC)c(C(=O)OC)c1 (stereo not given) | -22 | nt | 9 | 7 | nt | 98 | nt | nt | nt
CCOc1ccc(CCNC(=O)c2ccc(F)c(S(=O)(=O)N3CCOCC3)c2)cc1OCC | 11 | -27 | 34 | 11 | -2.2 | 106 | -2 | -7 | 0.5
CC(Oc1ccccc1)c1ccnn1S(=O)(=O)c1ccccc1 (stereo not given) | 30 | -10 | 6 | -4 | -3.4 | 99 | 1 | -7 | 0.5
NC(=O)[C@@H]1CC2(CC(c3cccc(NC(=O)CC(c4ccccc4)c4ccccc4)c3)=NO2)CN1C(=O)COc1ccc(Cl)cc1 (stereo not given in full) | -10 | nt | 35 | -1 | nt | 57 | -2 | nt | nt
COc1cccc2cc(CC(=O)c3ccc(C)cc3C)c(=O)oc12 | 1 | -18 | 5 | -4 | -0.9 | 101 | -1 | 0 | 0.4
CC(C)NC(=O)C1CC(=O)N(C(C)c2ccccc2)C1 (stereo not given) | 21 | 1 | 5 | -4 | -3.7 | 98 | 6 | -7 | -3.9
COC(=O)C1C(=O)C2=C(CC1C)NC(C)=C(C(=O)OC1CCCCC1)C2c1ccc(N(C)C)cc1 (stereo not given) | 9 | -16 | -15 | -11 | 2.5 | 98 | -1 | 2 | 1.3
O=C(CCNC(=O)c1ccccc1Cl)Nc1nc(-c2ccc3ccccc3c2)cs1 | -22 | -32 | -20 | -3 | -2.3 | 99 | 1 | 31 | -1.4
CCOC(=O)C1=C(C)N=c2s/c(=C/c3cccc([N+](=O)[O-])c3O)c(=O)n2C1c1ccccc1 (stereo not given) | 22 | -14 | -124 | -12 | -5.7 | 107 | 0 | -5 | 8.1*
CCOc1ccc(-n2nc3cc(C)c(N)cc3n2)cc1 | 33 | -8 | -13 | 10 | 0.9 | 101 | 3 | 63* | 3.9
COc1cc(/C=C/C(=O)O)cc(S(=O)(=O)N2CCCc3ccccc32)c1OC | 9 | -31 | 20 | -2 | -3.2 | 94 | 5 | 33 | -0.8
COc1ccccc1C(=O)Nc1ccccc1SC | -7 | -8 | 11 | -4 | -1.4 | 94 | -2 | -5 | -2.1
CCOc1ccc(/C=C2\SC(=S)N(CCC(=O)Nc3ccccc3C(=O)O)C2=O)cc1 | 5 | -1 | nt | 0 | -1.2 | 103 | 3 | 19 | -1.3
NS(=O)(=O)c1cccc(NC(=O)CN2CCN(Cc3ccc4c(c3)OCO4)CC2)c1 | 12 | -1 | -4 | -1 | -2.5 | 101 | 4 | -2 | -2.9
Cc1c(C(=O)OCC(=O)N(C)c2ccccc2)oc2ccccc12 | 19 | -35 | 29 | -5 | -5.1 | 101 | -1 | -3 | -3.5
O=C(Cn1ccc([N+](=O)[O-])n1)NCC1CCCO1 (stereo not given) | 2 | -2 | 47 | -18 | -6.1 | 103 | 2 | -10 | -4.3
Cc1ccccc1OCC(O)Cn1c(=N)n(CCN2CCOCC2)c2ccccc21 (stereo not given) | 12&14 | 35&11 | -24&15 | 0&6 | -1.2&-2.1 | 109&117 | 6&1 | -14&-3 | 0.6&-3.6

In a second layout: results already given.
SMILES	UBC9 SUMO inh	FID counter	PHOSPHO1 block	p-CIP stab down	IMP-1 inh	MEKK3 PB1 HTS	IDE act	HCV NS3 hel inh	VIM-2 inh
COc1ccccc1C(=O)Nc1ccccc1SC	-7	-8	11	-4	-1.4	94	-2	-5	-2.1
CCOc1ccc(/C=C2\SC(=S)N(CCC(=O)Nc3ccccc3C(=O)O)C2=O)cc1	5	-1	nt	0	-1.2	103	3	19	-1.3
NS(=O)(=O)c1cccc(NC(=O)CN2CCN(Cc3ccc4c(c3)OCO4)CC2)c1	12	-1	-4	-1	-2.5	101	4	-2	-2.9
Cc1c(C(=O)OCC(=O)N(C)c2ccccc2)oc2ccccc12	19	-35	29	-5	-5.1	101	-1	-3	-3.5

Three compounds from above, arranged by length of the SMILES, high to low:
SMILES | UBC9 SUMO inh | FID counter | PHOSPHO1 block | p-CIP stab down | IMP-1 inh | MEKK3 PB1 HTS | IDE act | HCV NS3 hel inh | VIM-2 inh
CCOC(=O)C1=C(C)N=c2s/c(=C/c3cccc([N+](=O)[O-])c3O)c(=O)n2C1c1ccccc1 (stereo not given) | 22 | -14 | -124 | -12 | -5.7 | 107 | 0 | -5 | 8.1*
CCOc1ccc(/C=C2\SC(=S)N(CCC(=O)Nc3ccccc3C(=O)O)C2=O)cc1 | 5 | -1 | nt | 0 | -1.2 | 103 | 3 | 19 | -1.3
COc1cc(/C=C/C(=O)O)cc(S(=O)(=O)N2CCCc3ccccc32)c1OC | 9 | -31 | 20 | -2 | -3.2 | 94 | 5 | 33 | -0.8

More structures.
SMILES | UBC9 SUMO inh | FID counter | PHOSPHO1 block | p-CIP stab down | IMP-1 inh | MEKK3 PB1 HTS | IDE act | HCV NS3 hel inh | VIM-2 inh
Fc1cc(Br)ccc1NC(=S)Nc1ccccc1 | 22 | 1 | -4 | -17 | 0.0 | 98 | -1 | 11 | -2.1
NC(=O)COC(=O)c1cccc(S(=O)(=O)N2CCCc3ccccc32)c1 | 15 | -12 | 27 | -3 | -3.0 | nt | -3 | -5 | 2.3
CCn1c(=O)n(CC(=O)NCC2CCCO2)c(=O)c2c3c(sc21)CCCC3 (stereo not given) | 12 | -23 | 28 | -6 | -1.6 | 102 | -1 | 4 | 1.4
Cc1ccc2[nH]cc(CCNC(=O)/C=C/c3ccco3)c2c1 | 4 | -12 | 33 | -5 | -2.6 | 105 | 2 | -12 | -2.6
Cc1cc(C(=O)NNC(=O)c2cccs2)nn1C(C)(C)C | 3 | -6 | 19 | -2 | -2.4 | 105 | 5 | 2 | -2.4
Cc1nnc(Cn2cnc3c2c(=O)n(C)c(=O)n3C)o1 | 13 | -4 | 39 | -23 | -0.2 | 99 | -3 | 39* | 0.8
COC(=O)[C@H](CC(C)C)NC(=O)N1CCCCC1C (stereo not given in full) | 6 | 1 | 33 | -11 | -3.1 | 100 | 6 | 5 | -3.4
C=CCOc1c(CNn2cn[nH]c2=S)cccc1OC | 14 | -6 | -45 | -6 | -1.8 | 97 | 5 | 4 | -2.9
Cc1nn(C(C)C(=O)NCCCN(Cc2ccccc2)C(C)C)c(=O)c2c1sc1ccccc12 (stereo not given) | 10 | 17 | 24 | -1 | -1.5 | 105 | 3 | -4 | 2.0
COc1cccc(NC(=O)Nc2ccccc2Br)c1 | -24 | -3 | -2 | 1 | -3.0 | 101 | 2 | -1 | -2.9
NC(=O)C1(N2CCCCC2)CCN(C(=O)CSc2nc3ccccc3o2)CC1 | nt | -17 | nt | nt | -1.4 | 103 | 2 | -3 | -0.5
O=C(COc1ccccc1Cl)Nc1ccc(Cl)cn1 | 0 | -2 | -8 | 1 | -3.3 | 103 | 6 | 4 | -3.9
COc1ccc(NC(=O)n2ncc3cc(Cl)ccc32)cc1OC | 5 | -4 | 14 | -19 | -0.6 | 98 | 2 | -5 | 0.7
O=C(NC1CCCCC1)C1CCN(C(=O)c2ccc(-c3ccccc3)cc2)CC1 | 12 | -2 | 45 | -31 | -1.3 | 100 | -3 | 2 | -0.7
On1nnc2ccccc21 | -2 | -3 | 27 | -16 | -2.8 | 82 | -1 | -6 | -3.0
CC(=O)Nc1ccc(NC(=O)C2CCCN2C(=O)Nc2ccc(F)cc2)cc1 (stereo not given) | 8 | -3 | 13 | 7 | -2.7 | 99 | 1 | 7 | -2.5

Compound activity (PubChem)

A portion of the library; the hit share may differ from the screen's.
